HEK293 tox – kills HEK 293 cells; Potency, µM (doses to about 115 µM), without a hit: at the highest dose activity change, negative = cytotoxicity, most hits filed as inhibitors; HEK 293 viability, ATP luminescence (CellTiter-Glo), 48-72 h; hit rate 6.6% among 94,000; AID 1345083; further: potency means the concentration at half of the fitted maximal effect; nearly all actives have a fitted effect of over 60% in size
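qHTS cytotoxicity; HEK 293, 250 cells/well; compound pinned; 48 or 72 hr, 37 degree Celsius, 5% CO2, 95% humidity; CellTiter-Glo, 10 min RT; luminescence (ATP).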
IP6K1 inhibitor – blocks human inositol hexakisphosphate kinase 1; Q92551; IP6K1 kinase, ADP-Glo luminescence, 2 h; active compounds read low; activity change, % (series mostly up to about 58 µM); hit rate 0.81% among 140,000; AID 1645851; in the data active means activity change below about -25%
Target sequence (Q92551 whole entry, looked up): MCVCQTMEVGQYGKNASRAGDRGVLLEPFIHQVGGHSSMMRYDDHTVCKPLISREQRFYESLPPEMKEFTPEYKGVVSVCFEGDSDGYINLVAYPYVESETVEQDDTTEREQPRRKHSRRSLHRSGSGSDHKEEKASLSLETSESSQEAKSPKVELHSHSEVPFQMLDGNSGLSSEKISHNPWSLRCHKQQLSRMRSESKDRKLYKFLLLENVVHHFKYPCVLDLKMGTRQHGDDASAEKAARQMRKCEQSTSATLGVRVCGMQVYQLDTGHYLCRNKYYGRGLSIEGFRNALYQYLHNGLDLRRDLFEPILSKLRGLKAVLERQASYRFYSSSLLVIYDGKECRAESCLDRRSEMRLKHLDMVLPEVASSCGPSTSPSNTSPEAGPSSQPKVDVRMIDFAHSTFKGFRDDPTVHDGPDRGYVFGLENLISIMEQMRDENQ
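ADP-Glo luminescence measures ADP made by human IP6K1 during a 2 h RT reaction with ATP/IP6 (mix at 1.3 mM/130 uM); top library doses 57.5 and 19.1 uM final.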
FLuc inh – blocks purified firefly luciferase enzyme activity; purified P. pyralis luciferase, luminescence, biochemical; Potency, µM (highest dose often 115 µM), for inactives: at the top dose activity change, negative = inhibition, hits mostly inhibitors; hit rate 2.5% among 76,000; further: potency means the concentration at half of the fitted maximal effect; nearly all actives have a fitted effect of over 65% in size
Target sequence (P08659 whole entry, looked up): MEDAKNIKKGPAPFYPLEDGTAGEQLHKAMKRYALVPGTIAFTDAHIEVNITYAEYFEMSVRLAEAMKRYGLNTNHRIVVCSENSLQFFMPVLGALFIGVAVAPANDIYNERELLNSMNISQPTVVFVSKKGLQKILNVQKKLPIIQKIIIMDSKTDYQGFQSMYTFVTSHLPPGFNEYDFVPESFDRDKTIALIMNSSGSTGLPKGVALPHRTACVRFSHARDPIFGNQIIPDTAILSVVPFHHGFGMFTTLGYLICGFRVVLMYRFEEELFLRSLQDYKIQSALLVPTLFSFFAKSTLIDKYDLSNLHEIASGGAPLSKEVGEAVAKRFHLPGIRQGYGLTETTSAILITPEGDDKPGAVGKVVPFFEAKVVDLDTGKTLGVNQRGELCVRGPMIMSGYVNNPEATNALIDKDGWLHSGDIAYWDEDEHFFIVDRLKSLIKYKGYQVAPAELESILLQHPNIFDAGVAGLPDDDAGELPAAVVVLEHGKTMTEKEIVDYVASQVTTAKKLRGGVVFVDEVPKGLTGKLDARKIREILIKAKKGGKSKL
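Cell-free enzyme assay, 10nM P. pyralis luciferase, luciferin and ATP each at 10uM. Inhibition profiled over a 6-point titration, read as luminescence.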
HEK293 viab – cell viability loss counter-screen; Potency, µM (doses to about 57.1 µM), without a hit: top-dose activity change, negative = cytotoxicity, most hits filed as cytotoxic; HEK-293-SNCA-luc viability, GF-AFC fluorescence, 24 h; AID 1671193; hit rate 0.12% among 150,000;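 further: potency means the concentration at half of the fitted maximal effect; 0% = DMSO-treated cells and -100% = medium-only wells without cells; nearly all actives have a fitted effect of over 30% in size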
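HEK-293-SNCA-luc cells (1500/well) plated 24 h, then exposed 24 h to a dilution series; GF-AFC added 30 min at 37C, fluorescence 405/540 nm; normalised to medium-only and DMSO wells, Hill fit.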
SNCA expr inh – inhibitors of alpha-synuclein (SNCA) gene expression; HEK-293 SNCA-luciferase knock-in, luminescence, 24 h; Potency, µM (doses to about 57.2 µM), for the others: at the highest dose activity change, negative = inhibition, most hits filed as inhibitors; hit rate 0.17% among 140,000; AID 1671194;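 further: potency means the concentration at half of the fitted maximal effect; plate controls were DMSO cells for no effect and cell-free wells for full effect; nearly all actives have a fitted effect of over 45% in size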
GPT2 inhibitor – blocks human glutamate pyruvate transaminase 2; hit rate 0.25% among 100,000; Potency, µM (titrated, usually from 57.7 µM), without a hit: at the highest dose activity change, negative = inhibition, hits mostly inhibitors; Recombinant GPT2, coupled pyruvate oxidase/HRP Amplex Red fluorescence; Q8TD30; further: potency means the concentration at half of the fitted maximal effect; nearly all actives have a fitted effect of over 60% in size; many of its hits are not listed in these tables
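GPT2 10ng/uL, a-KG 250uM, L-Ala 2mM, HEPES pH7.5 + 0.0001% Tween; 30 min RT. Then Amplex mix (PO/HRP/ThPP), 30 min RT dark, fluorescence. AOA 50uM used as positive control.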
NIH3T3 tox – cytotoxic compounds in NIH 3T3 cells | NIH 3T3 viability, CellTiter-Glo ATP luminescence, 48-72 h | Potency, µM (top dose mostly 96.7 µM), for the others: at the top dose activity change, negative = cytotoxicity, actives largely listed as inhibitors | hit rate 4.3% among 94,000 | AID 1345082; further: potency means the concentration at half of the fitted maximal effect; nearly all actives have a fitted effect of over 55% in size
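Cytotoxicity is measured as loss of cellular ATP: NIH 3T3 cells (400/well) are exposed to compound for 48 or 72 hr at 37 °C, then CellTiter-Glo luminescence is imaged after 10 min at room temperature.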
Starred values were filed as active, the others as inactive; i = inactive; ? = inconclusive; . = no result given; [ ] = remark or other dose. Unless noted, the call rests on the fitted dose curve; in most records, active means well fitted curve in the direction sought with a large enough effect; inconclusive means small, poorly fitted or top-dose-only effect, or another doubt; inactive means no such curve, though single readings can be large; an effect the other way counts as inactive or inconclusive. Unless noted, on the % scale 0 is the no-effect control and ±100 the full control effect.

Every second line gives: SNCA expr inh, IP6K1 inhibitor, NIH3T3 tox, FLuc inh, HEK293 tox, HEK293 viab, GPT2 inhibitor
> CCOC(=O)c1cccc(NC(=O)CCS(=O)(=O)c2ccc(Br)s2)c1
  -3.5%, 15.2, ., ., ., 8.3%, .
> Cc1ccc(-c2nnc([C@H]3CCN(C(=O)Nc4ccc(F)cc4)C3)o2)cc1
  -15.0%[87.6 µM], 10.5, -14.4%[138 µM], -22.6%[172 µM], -13.8%[172 µM], -14.3%[87.6 µM], -1.1%[88.5 µM]
> Cc1cccc(NC(=O)c2oc3ccccc3c2NC(=O)Cc2coc3c(C)c(C)ccc23)c1
  38.0%[activator], 31.6, ., ., ., -5.7%, .
> COc1cc(/C=C/c2nc3cc(Cl)ccc3c(=O)n2-c2ccc(C)cc2C)cc(OC)c1OC
  4.5%, 12.4, ., ., ., 2.3%, .
> CCOC(=O)c1noc2ncnc(N3CCN(c4cccc(C(F)(F)F)c4)CC3)c12
  ?, 12.9, ., ., ., -2.7%, .
> O=C(O)CCNC(=O)Cn1nc2c(cc1=O)CCCC2
  15.2%, 9.9, i, -6.5%, 3.1%, 3.7%, i
> COc1ccc(CN2CC3(CCN(C(=O)Nc4ccccc4)CC3)C2=O)cc1
  -15.1%, 6.7, -27.1%, 3.3%, -13.7%, -0.7%, i
> COc1ccc(NC(=O)C2CCCN(S(=O)(=O)c3ccc(Br)s3)C2)cc1 (configuration not stated)
  36.3%[activator], 1.3, ., ., ., -18.6%, .
> CN(C(=O)[C@@H]1C[C@@H](c2ccc(F)cc2)N([S+](=O)([O-])c2ccccc2)C1)c1cccnc1
  29.1%[87.6 µM], 6.6, ?, -12.4%[172 µM], ?, 4.8%[87.6 µM], 2.8%[88.5 µM]
> c1ccc2c(c1)CCN2c1nccnc1OC1CCNC1 (configuration not stated)
  4.5%, 17.8, -12.6%, -8.3%, -35.3%, 10.8%, i
> Cc1ccc(-n2nc(C(=O)N3CCN(c4cc(C)ccc4C)CC3)c3c4ccccc4n(C)c3c2=O)cc1
  -0.6%, 20.5, ., ., ., -9.4%, .
> O=C(CCc1nc(C2CCCN2C(=O)C2CC2)no1)N1CCc2ccccc21 (configuration not stated)
  8.5%, 27.5, 1.8%, 5.5%, 2.4%, 14.5%, i
> OC(c1cccc(C(F)(F)F)c1)c1nc(Nc2ccc3c(c2)OCO3)n[nH]1 (configuration not stated)
  -0.8%[87.6 µM], -17.8, ?, 10.5%[172 µM], ?, -1.0%[87.6 µM], 0.9%[88.5 µM]
> CC1(C=O)CC[C@]2(C(=O)O[C@@H]3O[C@H](CO)[C@@H](O)[C@H](O)[C@H]3O)CC[C@]3(C)C(=CCC4[C@@]5(C)C[C@H](O)[C@H](O[C@@H]6OC[C@@H](O)[C@H](O)[C@H]6O)[C@@](C)(CO)C5CC[C@]43C)C2C1 (some centres not stated)
  ., -10.8, ., ., ., -7.3%[12.5 µM], 4.5%[17.1 µM]
> COc1ccc(F)cc1-c1cccc(C(=O)NCCNC(=O)Nc2ccccc2F)c1
  ., -1.1, ?, ., 20µM*, ., .
> CCCNC(=O)C1COC2(CCN(C(=O)c3ccc(OC)cc3)CC2)N1C(=O)c1ccc(F)cc1 (configuration not stated)
  -7.0%, 21.8, -11.0%, -0.1%, -11.8%, -17.1%, 0.2%
> O=C(Nc1ccccc1-c1nc2ccccc2s1)c1ccc(F)cc1
  -11.8%, -9.1, ., ., ., -8.9%, .
> COc1cccc(-c2ccc(CN3CCCC(NC(=O)c4ccc(Cl)nc4)C3)cc2)c1 (configuration not stated)
  -15.4%, -0.3, 31.6µM*, ., 14.1µM*, ?, ?
> O=C1[C@@H]2C[C@@H](O)CN2C2(CN(Cc3ccoc3)C2)C(=O)N1Cc1cccc(Cl)c1
  -15.5%[87.6 µM], 15.9, -23.8%[174 µM], 3.9%[172 µM], 4.8%[172 µM], -13.1%[87.6 µM], -8.4%[88.5 µM]
> Cc1ccc(S(=O)(=O)N2CCCC(Cn3c(C)nc4cccnc43)C2)cc1 (configuration not stated)
  4.4%, -8.6, ?, 13.1%, ?, -4.5%, 1.2%
> FC(F)(F)c1cccc(C2=NOC3(CCN(Cc4ccccc4)CC3)C2)c1
  0.3%, 2.6, ?, 3.9%, ?, 4.9%, i
> Cc1nc2cccnc2n1C1CCN(C(=O)Nc2ccccc2)CC1
  41.9%[activator], -6.1, ., ., ., -4.2%, .
> CCn1c(CO)nnc1C1CC(NC(=O)c2cccc3c2OCCO3)C1 (configuration not stated)
  2.2%, -25.3*, -24.9%, -3.3%, 3.8%, -4.4%, -15.0%[11.5 µM]
> O=C(Cn1c(=O)oc2cc(S(=O)(=O)NCc3ccccc3)ccc21)NCc1ccc(F)cc1
  -8.5%, 7.4, ., ., ., -16.4%, .
> COc1ccc(OC2CCN(C3CCCC3)CC2)c(C(=O)NCCCN2CCCC2=O)c1
  16.0%, 21.5, -12.1%, -1.0%, -22.4%, 2.6%, i
> CNC(=O)c1cc(C)nc2onc(C3CCN(C(=O)C4CCCC4)CC3)c12
  ., 0.4, -25.8%, ., -11.0%, ., .
> CCOc1ccc(-c2[nH]ncc2CNC(=O)c2ccc(N(C)C)cc2)cc1
  23.4%, -7.5, -24.8%, ?, -12.9%, 1.6%, -5.4%
> COc1ccc(C2Cn3nnc(-c4nc(-c5ccccc5OC)no4)c3CO2)cc1 (configuration not stated)
  -11.2%, -9.9, -11.5%, -0.8%, -6.3%, -4.7%, i
> CC1(C)[C@H](Cc2cc(COc3ccccc3)on2)C[C@@H]1NC(=O)Nc1ccccc1
  -23.5%[87.6 µM], -5.6, ?, 3.3%[172 µM], ?, ?, 4.7%[88.5 µM]
> O=C1CCN(C(=O)c2cccnc2)CCCC(C(=O)NCc2ccccc2)CCN1 (configuration not stated)
  47.7%[activator], -3.3, i, -22.2%, i, 6.1%, -5.6%

Sorted by formula weight (lowest first): 3 of the compounds above
Every second line gives: SNCA expr inh, IP6K1 inhibitor, NIH3T3 tox, FLuc inh, HEK293 tox, HEK293 viab, GPT2 inhibitor
> COc1ccc(C2Cn3nnc(-c4nc(-c5ccccc5OC)no4)c3CO2)cc1 (configuration not stated)
  -11.2%, -9.9, -11.5%, -0.8%, -6.3%, -4.7%, i
> O=C(Cn1c(=O)oc2cc(S(=O)(=O)NCc3ccccc3)ccc21)NCc1ccc(F)cc1
  -8.5%, 7.4, ., ., ., -16.4%, .
> COc1cc(/C=C/c2nc3cc(Cl)ccc3c(=O)n2-c2ccc(C)cc2C)cc(OC)c1OC
  4.5%, 12.4, ., ., ., 2.3%, .

Next section:
Every second line gives: SNCA expr inh, IP6K1 inhibitor, NIH3T3 tox, FLuc inh, HEK293 tox, HEK293 viab, GPT2 inhibitor
> CC(C)(C)c1nnc2ccc(C(=O)NCCc3ccc(Cl)cc3)cn12
  6.6%, -9.6, -19.9%, ., -5.6%, 7.1%, -4.7%
> Cc1cccc(NC(=O)CN(C)S(=O)(=O)c2cnc[nH]2)c1C
  3.2%, 18.2, ., ., ., -2.1%, .
> Cc1nn(C)c(C)c1CCN(C)C(=O)C1CCN(C(=O)N2CC3CC(C2)[C@H]2CCCC(=O)N2C3)CC1 (some centres not stated)
  -19.4%, 10.3, -3.5%, -4.5%, 2.8%, 12.3%, ?
> CCCCn1c(CNC(=O)C23CC4CC(CC(C4)C2)C3)nnc1SCC(=O)Nc1ccc(F)cc1
  -23.0%, 13.0, ., ., ., -19.8%, .
> O=C(c1ccsc1)N1CCC(c2n[nH]c(=O)n2Cc2ccc(F)cc2)CC1
  -16.2%, 2.7, -23.3%, -1.2%, 3.1%, 7.6%, i
> CCOc1ccccc1NC(=O)Cn1c(=O)n(CCCCC(=O)NCCCOC)c(=O)c2ccccc21
  5.2%, -6.1, ., ., ., 11.9%, .
> O=C(Cc1cccc(F)c1)N1CCCC(c2nc(C3CCOCC3)no2)C1 (configuration not stated)
  14.4%, 0.0, -10.5%, -5.4%, -2.5%, 4.1%, -6.1%
> CN1CCCCCC(O)c2cc(C(=O)Nc3cccc(OC(F)(F)F)c3)ccc21 (configuration not stated)
  -27.0%, 4.6, 28.2µM*, -10.6%, 25.1µM*, -18.8%, ?
> COc1cccc(OC)c1CN1CCC2(CC1)CC(O)CCO2 (configuration not stated)
  -4.1%, 0.0, -1.4%, 1.9%, -10.8%, 1.4%, 3.9%
> CCOC(=O)Cn1c(=O)oc2cc(S(=O)(=O)N3CCN(c4ccc(C(C)=O)cc4)CC3)ccc21
  18.9%, -1.3, ., ., ., 5.4%, .
> Cc1ccc(NS(=O)(=O)c2ccccc2)c(=O)n1CC(=O)N1CCN(CC(C)C)CC1
  5.6%, 13.6, -10.2%, -0.5%, -11.4%, 7.9%, i
> Cc1c(CN2CCN(Cc3cccs3)C(CCO)C2)cnn1C (configuration not stated)
  10.8%, -2.1, 4.2%, 8.3%, -1.6%, -5.5%, i
> O=C(NCc1ccc(F)c(F)c1)c1ccc2nnc(-c3ccoc3)n2c1
  ?, 0.3, ?, ., -12.9%, -9.2%, i
> O=C(CCC1CC1)N1CCN(c2ncnc3ccsc23)CC(O)C1 (configuration not stated)
  ?, 1.0, -3.1%, 12.0%, 2.2%, -4.4%, i
> CCN(CC)C(=O)N1CCC2(CC1)CC(N1CCN(c3ccccc3)CC1)CCO2 (configuration not stated)
  -2.3%, -9.3, -21.3%, -1.4%, -27.6%, -24.3%, i
> COc1ccc(CC(=O)Nc2ccc3ncnc(N4CCCCC4)c3c2)c(Cl)c1
  -18.4%, 4.8, ?, -4.7%, ?, -28.4%, i
> Cc1ccc(CNC(=O)c2ccc3c(c2)N(C)C2CCCN2C3=O)cc1C (configuration not stated)
  -3.8%, 15.2, -9.9%, -10.3%, -12.3%, -6.2%[12.5 µM], -11.0%
> C/C=C\NC(=O)C1NC(=O)C(CC(N)=O)NC(=O)C(NC(=O)C(=O)C(C)CC)Cc2ccc(O)c(c2)-c2cccc3c2NC(=O)C3(O)C1O (configuration not stated)
  ., 3.8, ., ., ., ?, i
> Cc1cccc(OCC(=O)N2CCCC(n3cc(-c4nc(C5CC5)no4)nn3)C2)c1 (configuration not stated)
  10.9%, 20.5, 0.5%, 4.8%, -25.8%, 2.8%, -5.4%
> COC(=O)c1nc2n(n1)C(c1cc(OC)ccc1OC)C=C(c1ccc(Br)cc1)N2 (configuration not stated)
  ?, 5.2, ., ., ., ?, .
> COC(=O)[C@@H]1Cc2c([nH]c3ccccc23)[C@H]2C[C@H](NCc3cccs3)C[C@@H](c3ccccc3)N21
  ?, -3.1, 25.1µM*, 2.2%, ?, ?, -15.2%
> Cc1c(Cl)cccc1NC(=O)CC(c1cccs1)N1Cc2ccccc2C1=O (configuration not stated)
  ?, -6.6, ., ., ., ?, .
> Cn1cnnc1CC1CCN(C(=O)CN2CC(c3ccccc3)CC2=O)CC1 (configuration not stated)
  17.3%, -0.3, 3.4%, -2.1%, -8.7%, -16.0%, i

Screens: PubChem BioAssay, National Center for Advancing Translational Sciences (NCATS)
